HEK293 tox: kills HEK 293 cells; Potency, µM (top dose mostly 115 µM), without a hit: at the top dose activity change, negative = cytotoxicity, most hits filed as inhibitors; HEK 293 viability, ATP luminescence (CellTiter-Glo), 48-72 h; 94,000 tested, 6.6% active; note: potency is the fitted concentration of half-maximal effect; nearly all actives have a fitted effect of over 60% in size
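Viability of HEK 293 cells, plated at 250 cells/well, was judged by cellular ATP after compound treatment for 48 or 72 hr. Luminescence was imaged 10 min after CellTiter-Glo addition at room temperature.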
SNCA expr inhib: reduces expression of the alpha-synuclein gene; HEK-293 SNCA-luciferase knock-in, luminescence, 24 h; Potency, µM (highest dose often 57.2 µM), for the others: at the top dose activity change, negative = inhibition, most hits filed as inhibitors; 140,000 tested, 0.17% active; AID 1671194;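 note: potency is the fitted concentration of half-maximal effect; plate controls were DMSO cells for no effect and cell-free wells for full effect; nearly all actives have a fitted effect of over 45% in size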
FLuc inh: blocks purified firefly luciferase enzyme activity; P08659; Potency, µM (series often up to 115 µM), for the others: top-dose activity change, negative = inhibition, usual class: inhibitors; purified P. pyralis luciferase, luminescence, biochemical; AID 1347043; 76,000 tested, 2.5% active; note: potency is the fitted concentration of half-maximal effect; nearly all actives have a fitted effect of over 65% in size
Target sequence (P08659 whole entry, looked up): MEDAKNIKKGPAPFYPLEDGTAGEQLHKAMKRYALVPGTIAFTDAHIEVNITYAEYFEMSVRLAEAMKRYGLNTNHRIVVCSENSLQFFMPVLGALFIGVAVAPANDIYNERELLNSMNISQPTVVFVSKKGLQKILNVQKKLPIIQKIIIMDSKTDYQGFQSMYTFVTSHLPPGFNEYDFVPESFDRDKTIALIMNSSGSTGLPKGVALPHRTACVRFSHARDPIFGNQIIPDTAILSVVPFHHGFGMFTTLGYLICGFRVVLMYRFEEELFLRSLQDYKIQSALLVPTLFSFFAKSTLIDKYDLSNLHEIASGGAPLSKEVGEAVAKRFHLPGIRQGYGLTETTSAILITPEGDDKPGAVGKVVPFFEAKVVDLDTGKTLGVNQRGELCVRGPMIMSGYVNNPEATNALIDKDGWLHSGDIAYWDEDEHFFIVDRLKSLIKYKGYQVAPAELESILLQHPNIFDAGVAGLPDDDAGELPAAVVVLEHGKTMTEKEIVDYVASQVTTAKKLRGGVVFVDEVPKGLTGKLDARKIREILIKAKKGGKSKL
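Cell-free enzyme assay, 10nM P. pyralis luciferase, luciferin and ATP each at 10uM. Inhibition profiled over a 6-point titration, read as luminescence.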
3T3 cytotox: cytotoxic compounds in NIH 3T3 cells; NIH 3T3 viability, CellTiter-Glo ATP luminescence, 48-72 h; Potency, µM (highest dose often 96.7 µM), inactives show at the top dose activity change, negative = cytotoxicity, actives largely listed as inhibitors; 94,000 tested, 4.3% active; AID 1345082; note: potency is the fitted concentration of half-maximal effect; nearly all actives have a fitted effect of over 55% in size
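ATP-dependent luminescence (CellTiter-Glo) served as the viability signal for NIH 3T3 cells treated with compound for 48 or 72 hr at 37 °C.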
HEK293 viab: counter-screen for SNCA expression inhibitors: cell viability; HEK-293-SNCA-luc viability, GF-AFC fluorescence, 24 h; Potency, µM (titrated, usually from 57.1 µM), inactives show at the highest dose activity change, negative = cytotoxicity, hits mostly cytotoxic; 150,000 tested, 0.12% active; AID 1671193;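 note: potency is the fitted concentration of half-maximal effect; 0% = DMSO-treated cells and -100% = medium-only wells without cells; nearly all actives have a fitted effect of over 30% in size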
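HEK-293-SNCA-luc cells (1500/well) plated 24 h, then exposed 24 h to a dilution series; GF-AFC added 30 min at 37C, fluorescence 405/540 nm; normalised to medium-only and DMSO wells, Hill fit.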
IP6K1 inhibitor: IP6K1 kinase inhibition; 140,000 tested, 0.81% active; Q92551; IP6K1 kinase, ADP-Glo luminescence, 2 h; active compounds read low; activity change, % (series mostly up to about 58 µM); in the data active = activity change below about -25%
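ADP-Glo luminescence measures ADP made by human IP6K1 during a 2 h RT reaction with ATP/IP6 (mix at 1.3 mM/130 uM); top library doses 57.5 and 19.1 uM final.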
GPT2 inhibitor: GPT2 alanine aminotransferase inhibition. Q8TD30. Recombinant GPT2, coupled pyruvate oxidase/HRP Amplex Red fluorescence. Potency, µM (series often up to 57.7 µM), inactives show top-dose activity change, negative = inhibition, most hits filed as inhibitors. 100,000 tested, 0.25% active; note: potency is the fitted concentration of half-maximal effect; nearly all actives have a fitted effect of over 60% in size; many of its hits are not listed in these tables
Target sequence (Q8TD30 whole entry, looked up): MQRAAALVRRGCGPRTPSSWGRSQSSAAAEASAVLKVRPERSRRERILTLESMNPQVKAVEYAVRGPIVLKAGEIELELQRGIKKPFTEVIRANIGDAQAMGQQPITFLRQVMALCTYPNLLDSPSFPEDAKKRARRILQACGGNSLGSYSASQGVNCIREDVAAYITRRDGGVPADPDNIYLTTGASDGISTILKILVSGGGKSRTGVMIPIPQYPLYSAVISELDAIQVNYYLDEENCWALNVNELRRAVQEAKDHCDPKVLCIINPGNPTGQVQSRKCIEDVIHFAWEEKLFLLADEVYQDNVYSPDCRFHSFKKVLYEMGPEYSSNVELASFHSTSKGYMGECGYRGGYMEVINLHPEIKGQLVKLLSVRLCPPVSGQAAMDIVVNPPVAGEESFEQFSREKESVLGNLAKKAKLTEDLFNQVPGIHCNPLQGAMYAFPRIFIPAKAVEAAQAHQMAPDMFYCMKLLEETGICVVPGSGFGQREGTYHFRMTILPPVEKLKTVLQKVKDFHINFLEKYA
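Inhibition is scored from Amplex Red fluorescence generated when pyruvate oxidase and HRP act on pyruvate released by GPT2. Reactions contain 10ng/uL enzyme, 250uM a-KG and 2mM L-alanine and run 30 min at room temperature.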
Starred values were filed as active, the others as inactive; i = inactive; ? = inconclusive; · = no result given; [ ] = remark or other dose. Unless noted, calls come from the whole dose curve; as a rule, active = well fitted curve in the direction sought with a large enough effect; inconclusive = small, poorly fitted or top-dose-only effect, or another doubt; inactive = no such curve, though single readings can be large; an effect the other way counts as inactive or inconclusive. Unless noted, % is set by controls: 0 for no effect and ±100 for the full control effect. The list is partial. The share of hits here may be higher or lower than overall.

Below each SMILES – GPT2 inhibitor, HEK293 viab, 3T3 cytotox, IP6K1 inhibitor, FLuc inh, HEK293 tox, SNCA expr inhib
> CC1=C[C@@H](CNC(=O)Nc2ccccc2)[C@H](C(C)C)C[C@H]1CC(=O)NCCN(C)C
    -7.8%[88.5 µM], -10.7%[87.6 µM], ?, -10.6, -0.8%[172 µM], ?, 10.4%[87.6 µM]
> COc1ccc(CNC(=O)CCc2c(C)c3cc4c(C)coc4c(C)c3oc2=O)cc1OC
    ·, 2.4%, ·, -1.0, ·, ·, 32.6%[activator]
> CN1CCCCCCN(C(=O)Cc2cccnc2)[C@@H]2CCC[C@@H]2C1=O
    i, -1.6%, -10.3%, -6.0, -0.7%, i, 12.7%
> COc1ccc(-c2noc([C@@H]3CCCN3C(=O)c3cc(F)cc(F)c3)n2)cc1OC
    i, 2.5%, ?, -2.1, -10.6%, ?, 11.4%
> Cc1ccc(-c2nc3sc(CCNC(=O)c4ccc(F)c(F)c4)c(C)n3n2)cc1
    ·, 12.7%, ·, 1.2, ·, ·, 139.7%[activator]
> COc1ccc2[nH]c3c(c2c1)CCNC31CCN(C(=O)c2cccn2C)CC1
    i, 0.5%[12.5 µM], ?, -1.6, -4.4%, ?, 25.1µM*
> O=C1CCN(Cc2cccnc2)CCCC(c2nc(-c3cccnc3)no2)CCN1 (centres undefined)
    i, 5.3%, -3.0%, 8.9, -10.9%, ?, 5.5%
> Cc1c(C(=O)NCCc2ccccc2)cccc1-n1cnc2cccnc21
    ·, -0.6%, ·, 14.1, ·, ·, 19.9%
> CCOC(=O)C1CCCN(CC(=O)N2CCCc3c2c(=O)oc2ccc(OCc4ccccc4)cc32)C1 (centres undefined)
    ·, 5.2%, ·, -13.5, ·, ·, 23.8%
> CCC(c1cccs1)N1C(=O)[C@H]2CN(CCC(C)C)C[C@H]2C1=O (some centres undefined)
    i, ?, -28.4%, 1.0, 11.8%, ?, 3.55µM*
> CC(C)(C)OC(=O)NCCCNC(=O)[C@@H]1CCCN1c1ccnc2ccnn12
    ·, ·, ?, 6.7, ·, ?, ·
> CC(=O)OCC(=O)[C@@]12N=C(C)O[C@@H]1C[C@H]1[C@@H]3CCC4=CC(=O)C=C[C@]4(C)[C@H]3[C@@H](O)C[C@@]12C
    i, -25.6%[23.9 µM], ·, 15.4, ·, ·, 6.8%[25.6 µM]
> COc1ccc(CC(=O)N2CCC(Nc3nccnc3OC)CC2)cc1
    -11.0%, 4.0%, -14.7%, 11.5, 3.2%, -5.1%, 8.5%
> O=C(C1CC1)N1CCC(N2CC3CC(C2)[C@H]2CCCC(=O)N2C3)CC1 (some centres undefined)
    i, 8.9%, i, 5.1, -3.7%, 11.1%, 4.3%
> COc1ccc(C2=NOC3(CCN(Cc4cccn4C)C3)C2)cc1 (centres undefined)
    i, -15.4%[87.6 µM], ?, 0.0, 0.0%[172 µM], ?, 35.1%[87.6 µM]
> COc1cccc(CCC(=O)NC2CCc3nn(CC4CC4)c(=O)n3CC2)c1 (centres undefined)
    i, 7.3%, -3.3%, -3.2, -7.3%, 0.0%, 1.9%
> COc1cc(OC)cc(C(=O)Nc2nnc3n2CCS3)c1
    ·, -17.4%, ·, 1.6, ·, ·, -21.3%
> O=C(Nc1ccc2c(c1)CN(C(=O)c1cc(C3CC3)[nH]n1)CCO2)C1CC1
    1.0%, -16.2%, ?, -5.3, ·, ?, 8.9%
> COc1ccc(NC(=O)c2cc3c(N4CCSCC4)nc(C)cn3n2)cc1
    i, -6.9%, -3.2%, -7.2, -14.9%, 5.6%, 8.8%
> CC(=O)c1ccc(NC(=O)c2cc3c(=O)oc4ccc(C)cc4c3s2)cc1
    ·, 4.0%, ·, 18.4, ·, ·, 48.0%[activator]
> Cc1cc(C(=O)Nc2cccc(C(F)(F)F)c2)c2c(C)nn(-c3cccc(F)c3)c2n1
    ·, -17.0%, ·, -6.9, ·, ·, ?
> CCN(CCCNC(=O)c1cc2c(=O)[nH]c3ccc(C)cc3c2s1)Cc1ccccc1
    ·, ?, ·, -2.9, ·, ·, ?
> COc1ccc(Cn2c(SCc3ccc(C(=O)NCc4cccs4)cc3)nc3ccncc32)cc1
    ·, -1.4%, ·, -0.9, ·, ·, ?
> COc1ccc(C(=O)N2CCC(n3cc(-c4nc(C)no4)nn3)C2)cc1F (centres undefined)
    -22.4%, 1.5%, -27.8%, 8.5, -2.2%, -9.2%, -23.8%
> CCn1nc(-c2ccccc2)c(-c2ccccc2)c(C(=O)Nc2ccc(S(N)(=O)=O)cc2)c1=O
    ·, -1.8%, ·, 9.6, ·, ·, -18.9%
> CC(c1ccccc1)N1CCN(c2cccc(CN(C)S(C)(=O)=O)c2)CC1 (centres undefined)
    ·, ·, ?, 28.1, ·, 44.7µM*, ·
> O=C(NCc1ccc(F)cc1)N1CCCCC1c1noc(COc2ccc(F)cc2)n1 (centres undefined)
    0.5%, -24.7%, ?, -3.8, 0.0%, ?, -8.8%
> COCCn1ccc2c(C3=CCOCC3)nc(-c3ccc4cn[nH]c4c3)cc21
    -29.5%[88.5 µM], 0.8%[87.6 µM], ?, -10.0, 1.7%[172 µM], ?, 11.8%[87.6 µM]
> CC(=O)c1ccc(N2CCN(c3ncnc4c3nc3n4CCCC3)CC2)cc1
    ·, 2.7%, ·, 24.8, ·, ·, 25.9%
> CCc1ccc(NC(=O)Cn2ccn3nc4c(c3c2=O)CC(C)CC4)cc1 (centres undefined)
    4.9%, -6.7%, ?, 2.2, -9.0%, 44.7µM*, -17.6%
> O=C(CSc1nnc(-c2ccccc2F)o1)N1CCc2ccccc21
    ·, 6.6%, ·, -6.4, ·, ·, 16.2%
> Cc1nc2c3ccccc3nc(NNC(=O)CCC(=O)O)n2n1
    ·, -5.8%, ·, 13.3, ·, ·, -1.5%
> CS(=O)(=O)N1C[C@@H](C(=O)NC2CCCCCC2)[C@H](c2ccncc2)C1
    i, 2.5%, -6.9%, -8.6, 2.5%, -4.6%, 21.0%
> CCOc1cccc2c1OC[C@@H]1CN(CC)C(=O)CCN(C(=O)c3cccc(OC)c3)[C@H]21
    ·, ·, -29.2%, -8.4, ·, ?, ·
> Cc1ccc(CCC(=O)N[C@H](C2CCNCC2)C2CC(O)C2)cc1C (some centres undefined)
    -2.3%, 5.3%, -10.2%, 7.7, -11.5%, -5.8%, 25.4%
> CNC(=O)[C@@H]1C[C@H](Oc2cccnc2)CN1C(=O)c1ccc(Cc2c(C)noc2C)o1
    i, 3.1%, i, -4.0, 6.5%, -6.4%, 1.5%
> NC(=O)Cn1c(=O)n(CCCCCC(=O)NCc2ccc3c(c2)OCO3)c(=O)c2sccc21
    ·, 3.0%, ·, 3.3, ·, ·, -5.9%
> CN1[C@@H](CCC(=O)NCc2ccccc2)CNC(=O)[C@@H]2[C@H]1CCN2Cc1cccs1
    -0.6%[88.5 µM], 10.2%[87.6 µM], -6.2%[174 µM], 2.2, 5.3%[172 µM], i, 17.6%[87.6 µM]
> CN1Cc2ccc(NCc3ccccc3)nc2C(C)(C(=O)NCc2ccccc2)C1 (centres undefined)
    -10.9%[88.5 µM], -19.9%[87.6 µM], ?, -1.0, -4.8%[172 µM], ?, -9.9%[87.6 µM]
> O=C(CCC1CCN(S(=O)(=O)c2ccccc2F)CC1)NCCN1CCOCC1
    i, -5.3%, i, 22.6, 0.8%, -0.1%, -8.3%

Complete entries as entered above. Order of screens: GPT2 inhibitor, HEK293 viab, 3T3 cytotox, IP6K1 inhibitor, FLuc inh, HEK293 tox, SNCA expr inhib
O=C(CCC1CCN(S(=O)(=O)c2ccccc2F)CC1)NCCN1CCOCC1 reads i, -5.3%, i, 22.6, 0.8%, -0.1%, -8.3%
CN1[C@@H](CCC(=O)NCc2ccccc2)CNC(=O)[C@@H]2[C@H]1CCN2Cc1cccs1 reads -0.6%[88.5 µM], 10.2%[87.6 µM], -6.2%[174 µM], 2.2, 5.3%[172 µM], i, 17.6%[87.6 µM]
Cc1nc2c3ccccc3nc(NNC(=O)CCC(=O)O)n2n1 reads ·, -5.8%, ·, 13.3, ·, ·, -1.5%
CNC(=O)[C@@H]1C[C@H](Oc2cccnc2)CN1C(=O)c1ccc(Cc2c(C)noc2C)o1 reads i, 3.1%, i, -4.0, 6.5%, -6.4%, 1.5%
Cc1ccc(CCC(=O)N[C@H](C2CCNCC2)C2CC(O)C2)cc1C (some centres undefined) reads -2.3%, 5.3%, -10.2%, 7.7, -11.5%, -5.8%, 25.4%

Further results follow:
Below each SMILES – GPT2 inhibitor, HEK293 viab, 3T3 cytotox, IP6K1 inhibitor, FLuc inh, HEK293 tox, SNCA expr inhib
> COc1ccc(-c2cccc(C(=O)N3CCN(C(=O)c4ccc(Cl)cc4)CC3)c2)nn1
    ·, ·, ?, 5.2, ·, ?, ·
> CC1Cn2cc(C(=O)Nc3cccc(C(F)(F)F)c3)c(=O)c3c(Cl)ccc(c32)O1 (centres undefined)
    ·, 11.5%, ·, 26.7, ·, ·, -24.2%
> COCCN1C(=O)c2ccccc2C(C(=O)NCc2ccccc2)C12CCCC2 (centres undefined)
    -2.7%, -2.1%, i, -0.9, -0.7%, -15.0%, -19.4%
> COc1ccc(C(=O)Nc2nc3c(s2)C[C@@H]2[C@](C)(CO)[C@H](O)CC[C@@]2(C)[C@@H]3CC(=O)NC2CCCC2)cc1
    4.6%, -19.2%, ?, -6.5, -6.1%, -19.1%, -17.0%
> COc1ccc(OCC2CCN(CC3(O)CCCNC3)CC2)cc1 (centres undefined)
    0.1%, 4.6%, 44.7µM*, 4.9, -18.3%, ?, 84.6%[activator]
> Cn1cnnc1CC1CCCNC1 (centres undefined)
    i, 14.4%, -9.1%, 16.2, -12.5%, -1.5%, 7.5%
> CCOc1ccccc1NC(=O)C1CC(=O)N(c2n[nH]c3ccccc23)C1 (centres undefined)
    -10.5%, -8.3%, ?, 7.6, -1.0%, ?, 6.4%
> CCOc1ccc(N(CC)S(=O)(=O)N2CCCC(C(=O)NCCc3ccc(OC)cc3)C2)cc1 (centres undefined)
    ·, 3.7%, ·, 2.7, ·, ·, -7.8%
> COCCNC(=O)C[C@@H]1C[C@H]2O[C@H](CNC3Cc4ccccc4C3)[C@@H](O)[C@H]2O1
    -9.2%[88.5 µM], -5.6%[87.6 µM], 3.5%[174 µM], 17.1, 0.4%[172 µM], -1.7%[172 µM], 3.4%[87.6 µM]
> Cc1cccc(NC(=O)CN2C(=O)C(c3ccc(F)cc3)=NC23CCCCCC3)c1
    ·, -21.1%, ·, 21.3, ·, ·, ?
> CC1(C)CCCC2(C)C1CC(=O)C13CC(CCC12)C(O)(CO)C3 (centres undefined)
    i, 3.1%, ·, 23.0, ·, ·, ·
> C[C@H]1C[C@H]2[C@@H]3CCC4=CC(=O)C=C[C@]4(C)[C@@]3(F)[C@@H](O)C[C@]2(C)[C@@]1(O)C(=O)COP(=O)(O)O
    i, 4.1%, ·, 0.3, ·, ·, ·
> COc1ccc(C(=O)N2C[C@@H](CO)[C@H](NC(C)=O)C2)c(OC)c1
    i, -8.5%, 0.1%, -8.4, 1.7%, i, 4.2%

Source: PubChem BioAssay
